Bioassay records deposited in PubChem BioAssay by National Center for Advancing Translational Sciences (NCATS).
TDP-43 yeast inh: qHTS of TDP-43 Inhibitors; TDP-43 expressing yeast growth rescue, BacTiter-Glo, 24 h; Potency, µM (titrated, usually from 46.1 µM), for the others: at the top dose growth rescue (activation), hits mostly activators; 410,000 compounds, 1.8% hits; note: potency is the fitted concentration of half-maximal effect; % of control where 0% means no effect; nearly all actives have a fitted effect of over 50% in size
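Luminescence from BacTiter-Glo reports growth of TDP-43-expressing yeast after 24 hr at 30 deg C with compound. Cells were raffinose-pregrown to mid-log, then seeded in galactose medium at OD600=0.02.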
EPAC2 agonist: qHTS for Agonist of cAMP-regulated guanine nucleotide exchange factor 4 (EPAC2): primary screen; EPAC2 activation, biochemical qHTS; response scale: 100% = 6.5 mM cAMP response; Potency, µM (series often up to 154 µM), without a hit: at the highest dose activation, hits mostly activators; 360,000 compounds, 0.079% hits; Rap guanine nucleotide exchange factor 4 (Homo sapiens), Q8WZA2; note: potency is the fitted concentration of half-maximal effect; nearly all actives have a fitted effect of over 50% in size
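Readout is BODIPY fluorescence (480 nm excitation, 540 nm emission), which falls as labeled GDP is exchanged off Rap1B. EPAC2 at 100 nM acted on 250 nM RAP1B-BODIPY-GDP with 50 uM GDP present.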
aSyn rescue: qHTS of alpha-syn Inhibitors | Potency, µM (titrated, usually from 46.1 µM), for inactives: top-dose growth rescue (activation), usual class: activators | AID 652106, 2013 | 370,000 compounds, 0.14% hits | Yeast expressing alpha-synuclein, growth rescue, BacTiter-Glo, 24 h; note: potency is the fitted concentration of half-maximal effect; % of control where 0% means no effect; nearly all actives have a fitted effect of over 65% in size
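Galactose-induced alpha-syn yeast (OD600=0.02, raffinose-pregrown) + pinned cpd, 24 hr, 30 deg C; growth by BacTiter-Glo luminescence. Growth restoration scores as activation.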
DRD3 antagonist: qHTS of D3 Dopamine Receptor Antagonist: qHTS | D(3) dopamine receptor (Homo sapiens), P35462 | D3R cells, DiscoveRx beta-arrestin luminescence, antagonist mode; stronger effect = lower value | max response, negative = inhibition, % | 360,000 compounds, 2.5% hits; in the data active = max response below about -50%; inconclusive = no clear call, values can overlap the other calls; note: % is set by controls: 0 for no effect and ±100 for the full control effect; mostly tested at two doses, the higher about 12 µM
Target sequence (P35462 whole entry, looked up): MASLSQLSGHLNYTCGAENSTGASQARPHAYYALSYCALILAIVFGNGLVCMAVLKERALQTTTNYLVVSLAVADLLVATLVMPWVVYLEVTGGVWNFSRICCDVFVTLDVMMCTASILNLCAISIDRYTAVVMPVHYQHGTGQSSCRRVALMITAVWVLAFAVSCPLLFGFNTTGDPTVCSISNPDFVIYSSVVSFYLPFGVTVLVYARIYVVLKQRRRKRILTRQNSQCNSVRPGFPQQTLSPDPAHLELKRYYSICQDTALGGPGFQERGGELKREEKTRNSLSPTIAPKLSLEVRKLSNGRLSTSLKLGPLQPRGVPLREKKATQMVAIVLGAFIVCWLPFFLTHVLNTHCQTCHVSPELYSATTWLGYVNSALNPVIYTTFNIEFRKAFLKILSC
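Cells plated overnight at 1500 cells/well, then exposed to library compounds with dopamine controls for 90 minutes at 37 degrees C. DiscoveRx reagent added for 30–60 minutes at room temperature; luminescence read, quantitative HTS format.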
FUS suppressor: qHTS for Suppressors of FUS Proteinopathy: Primary screen using FUS-linked yeast assay; AID 1347120, 2019; 390,000 compounds, 0.24% hits; Potency, µM (top dose mostly 76.6 µM), inactives show at the highest dose growth rescue (activation), hits mostly activators; S. cerevisiae FUS-expressing, growth rescue, OD600, 24 h;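 note: potency is the fitted concentration of half-maximal effect; plate controls were DMSO vehicle for no effect and reference control for full effect; nearly all actives have a fitted effect of over 55% in size; some results filed as inactive show a strong effect at the top dose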
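Yeast expressing FUS under galactose induction, OD 0.005 in 2% galactose medium; compounds in a dilution series, 24 h at 30C. Growth rescue by absorbance at 600 nm; CP55940 positive control, DMSO negative.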
Abeta rescue: qHTS for compounds that reverse cellular toxicity of Amyloid beta (A-beta) peptide in yeast: Primary Screen; yeast expressing A-beta42, growth rescue, OD600, 48 h; response scale: 0% DMSO, 100% iron-clioquinol control; Potency, µM (highest dose often 46.1 µM), for inactives: at the top dose growth rescue, usual class: activators; 410,000 compounds, 0.063% hits; note: potency is the fitted concentration of half-maximal effect; nearly all actives have a fitted effect of over 55% in size
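Yeast A-beta toxicity model in growth medium with pinned compounds, 48 h at 30 C; growth read as absorbance at 600 nm. Normalized to FeCl3/clioquinol equimolar mix (positive) and DMSO (negative).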
D3 ag: qHTS of D3 Dopamine Receptor Agonist: qHTS; 410,000 compounds, 0.58% hits; max activation, %; AID 652048, 2013; D3R DiscoveRx beta-arrestin cells, luminescence, 90 min; in the data active = max activation above about 30%; note: 0% is about no effect; mostly tested at two doses, the higher about 12 µM
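Agonist mode: compounds and dopamine controls were applied to plated cells for 90 min at 37 degrees C after an overnight attachment at 1500 cells/well. Luminescent read-out followed 30 - 60 minutes at room temperature with DiscoveRx detection reagent.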
EPAC2 antagonist: qHTS for Antagonist of cAMP-regulated guanine nucleotide exchange factor 2 (EPAC2): primary screen. EPAC2 GEF exchange of Rap1B-BODIPY-GDP, fluorescence. Potency, µM (doses to about 114 µM), without a hit: at the top dose activity, negative = inhibition, usual class: inhibitors. 360,000 compounds, 0.18% hits. AID 720708, 2013; note: potency is the fitted concentration of half-maximal effect; % is set by controls: 0 for no effect and ±100 for the full control effect; nearly all actives have a fitted effect of over 45% in size; many of its hits are not listed in these tables
Active calls of the source: *; ? = inconclusive; . = no result given; [ ] = dose if it differs, or a comment. Unless noted, calls come from the whole dose curve; as a rule, active = well fitted curve in the direction sought with a large enough effect; inconclusive = small, poorly fitted or top-dose-only effect, or another doubt; inactive = no such curve, though single readings can be large; an effect the other way counts as inactive or inconclusive.

Molecule	D3 ag	DRD3 antagonist	Abeta rescue	TDP-43 yeast inh	EPAC2 agonist	FUS suppressor	EPAC2 antagonist	aSyn rescue
CC(=O)c1ccc(NC(=O)CSc2nc3ccccc3c(=O)n2CCCN2CCOCC2)cc1	4	-1	0%	5%	-4%	-9%	5%	4%
CN(C)c1nc2n(c(=O)n1)CCO2	-3	10	-3%	-9%	9%	-23%	-3%	-4%
CCCCOC(=O)C1=C(C)Nc2ncnn2C1c1cc(OC)c(OC)cc1OC (stereo not given)	-9	8	13%	-7%	4%	19%	2%	1%
O=S(=O)(NCCc1csc2nc(-c3ccccc3)nn12)c1cccs1	-5	.	-3%	?	.	20%	.	.
COc1ccc2c(c1)-c1nc(NC(=O)c3ccccc3F)sc1CC2	14	.	-6%	?	.	16%	.	.
COc1ccccc1N1CCN(C(=O)CCC(=O)N2CCN(c3ccccc3OC)CC2)CC1	-4	-25	1%	-20%	1%	12%	2%	0%
Cc1[nH]n(-c2ccccc2)c(=O)c1C(c1ccccc1C(=O)O)c1c(C)[nH]n(-c2ccccc2)c1=O	-11	-27	0%	-12%	-2%	.	3%	-6%
Cc1nc2ccccc2c2oc(C(=O)NCCCN3CCCC3=O)cc12	0	5	-9%	0%	7%	-15%	7%	-3%
CCc1cccc(CC)c1NC(=S)Nc1ccccc1	-4	-24	14µM*	-25%[0.397 µM]	0%	5%	-11%	-3%
CCCn1c(SCC(=O)NCc2ccco2)nnc1C(C)C	-2	-24	-2%	-5%	4%	22%	9%	-12%
CCc1ccc2occ(CC(=O)Nc3sc4c(c3C(=O)NCCOC)CCCC4)c2c1	4	.	-6%	5%	.	-7%	.	.
COc1ccccc1C(=O)N(C)c1nnc(-c2ccccc2)s1	7	1	-7%	?	25%	11%	-4%	-7%
C/C(=N/OC(=O)c1ccc(C)cc1)c1cccs1	-1	-3	-35%	-12%	-5%	-13%	-3%	-18%
CCn1c2ccccc2c2cc(NC(=O)CNCc3ccccc3OC)ccc21	-19	-19	-15%	-19%	15%	26%	3%	-17%
Cc1oc(-c2ccccc2Cl)nc1CS(=O)(=O)CC(=O)NC1CCCC1	-1	-7	-9%	11%	3%	-8%	-7%	5%
Cc1ccc2c(c1)C1CN(C)CCC1N2S(=O)(=O)c1ccccc1F (stereo not given)	-15	-15	3%	5%	4%	0%	3%	0%[1.84 µM]
O=C(CSCc1ccc(Cl)cc1)Nc1cccc(C(=O)O)c1	2	12	-1%	13%	-2%	-14%	9%	14%
CCOC(=O)C1CCCN(C(=O)CCNS(=O)(=O)c2ccc3c(c2)CCC(=O)N3)C1 (stereo not given)	1	-4	5%	-1%	6%	1%	4%	-1%
CCc1ccc(NC(=O)CC2C(=O)N(c3cccc(C)c3)C(=O)N2CCC(C)C)cc1 (stereo not given)	-13	.	4%	-12%	.	?	.	.
CCOc1ccc(N(C(=O)C2CCCO2)C2C=CS(=O)(=O)C2)cc1 (stereo not given)	-1	-12	-12%	10%	6%	12%	3%	-2%
C[C@H](CO)N1C[C@H](C)[C@@H](CN(C)Cc2ccncc2)Oc2c(cccc2N(C)C)C1=O	1	-10	1%	?	10%	-22%	5%	-10%
Cc1cc(NC(=O)c2noc3c2CCc2ccccc2-3)n(-c2ccccc2)n1	3	22	2%	21%	1%	39%	-13%	0%
CCOCCCN(C)C1CCN(C(=O)c2oc3ccccc3c2NC(=O)Cc2cccc([N+](=O)[O-])c2)CC1	-17	?	1%	-2%	6%	-11%	0%	-1%
O=C(O)/C=C/C(=O)N1CCc2ccccc21	2	2	16%	5%	1%	10%	-6%	16%
CCCCSc1nnc([C@H](C)NC(=O)OC(C)(C)C)o1	-14	8	18%	-14%	-6%	26%	4%	-15%
CC1CN(c2ccc([N+](=O)[O-])nc2)CC(C)O1 (stereo not given)	4	-4	-5%	1%	5%	-4%	0%	2%
Cc1cc2cc(OCC(=O)O)ccc2n1C	-1	-24	12%	-4%	6%	5%	7%	-15%
CCOc1ccccc1C(=O)NC1CCN(Cc2nnnn2C2CCCC2)CC1	13	-13	14%	-10%	8%	6%	-8%	4%
N#Cc1cc([N+](=O)[O-])ccc1Oc1cccc(/C=N/NC(=O)c2cccc(Cl)c2)c1	-9	-7	16%	18%	-2%	15%	-2%	4%
Fc1ccc(-c2csc(-c3ccccn3)n2)cc1F	1	-6	-5%	6%	6%	-22%	5%	-19%
COc1ccc(-c2noc(CSc3nnc(-c4ccncc4)n3-c3ccc(C)cc3)n2)cc1	6	.	0%	23%	.	?	.	.
O=C(c1cccc(F)c1)N1CCCC(C(=O)N2CCCCC2)C1 (stereo not given)	1	-10	-15%	-9%	4%	-25%	2%	6%

Quoted at random: 2 records from the list, in no set order.
Molecule	D3 ag	DRD3 antagonist	Abeta rescue	TDP-43 yeast inh	EPAC2 agonist	FUS suppressor	EPAC2 antagonist	aSyn rescue
CCOc1ccccc1C(=O)NC1CCN(Cc2nnnn2C2CCCC2)CC1	13	-13	14%	-10%	8%	6%	-8%	4%
COc1ccc(-c2noc(CSc3nnc(-c4ccncc4)n3-c3ccc(C)cc3)n2)cc1	6	.	0%	23%	.	?	.	.

New compounds follow
Molecule	D3 ag	DRD3 antagonist	Abeta rescue	TDP-43 yeast inh	EPAC2 agonist	FUS suppressor	EPAC2 antagonist	aSyn rescue
COc1ccc(CCNC(=O)c2nnn(CC(=O)Nc3cccc(F)c3)c2N)cc1OC	4	13	-9%	4%	-1%	5%	-19%	-1%
CCCOc1ccc(-c2nonc2NC(=O)c2oc3ccc(Cl)cc3c2C)cc1OCCC	-7	.	-2%	19%	.	7%	.	.
O=C(Cn1ncc2c(=O)oc3ccccc3c21)Nc1cc(F)ccc1F	-10	.	7%	3%	.	-20%	.	.
COc1ccc(NC(=S)N(CCN(C)C)C(C)c2ccncc2)cc1Cl (stereo not given)	-2	-28	-3%	0%	1%	10%	0%	?
CCc1ccccc1N1CC(C(=O)Nc2nccs2)CC1=O (stereo not given)	4	8	-12%	-15%	5%	-23%	28%	-1%
COCCN(C(=O)CSc1nnc(-c2cccc(C)c2)n1C)c1c(N)n(Cc2ccccc2)c(=O)[nH]c1=O	6	4	-14%	0%	2%	0%	11%	9%
Cc1ccc2nc(SCC(=O)N3CCC(Cc4ccccc4)CC3)nc(=O)n2c1	-10	?	-18%	27%	4%	9%	-15%	-2%
Cc1cscc1-c1ccc(C(=O)Nc2c(C)cccc2C)o1	-13	-23	1%	14µM*	8%	24%	?	29%
CS(=O)(=O)N(CC(=O)N1CCN(C(c2ccccc2)c2ccccc2)CC1)C1CCCCC1	1	4	-8%	-9%	7%	14%	-12%	.
CCc1ccc(C2=NN(CCC(=O)NCCc3ccc(Cl)cc3)C(=O)CC2)cc1	-12	.	11%	-7%	.	42%	.	.
C=CCn1c(SCc2nc3sc(C(=O)O)c(C)c3c(=O)[nH]2)nnc1-c1ccccc1	1	-15	-10%	-4%	17%	15%	5%	-10%
N#Cc1ccc(CSc2nnc(NC(=O)c3ccc4ncsc4c3)s2)cc1	8	12	-14%	-7%	7%	24%	5%	2%
Cc1ccc(S(=O)(=O)N2CCOCC2)cc1C(=O)NC(C)CCc1ccccc1 (stereo not given)	5	4	10%	1%	4%	27%	-16%	-4%[1.84 µM]
Cc1nn(-c2ccncc2)c2c1C(=O)CC(C)(C)C2Br (stereo not given)	4	-10	-41%[inhibitor]	15%	6%	-23%	9%	-12%
Cc1nnc(SCC(=O)NN2C(=O)NC3(CCCCC3)C2=O)s1	3	-26	11%	17%	0%	.	7%	24%
CCOC(=O)C1=C(CN2CC(C)CC(C)C2)NC(=O)NC1c1ccc2c(c1)OCO2 (stereo not given)	0	0	14%	-13%	4%	10%	-28%	10%
CCOC(=O)C1(Cc2ccccc2)CCCN(Cc2ccc(OCCO)cc2)C1 (stereo not given)	-12	14	5%	-18%[0.397 µM]	1%	4%	15%	-13%
COc1ccc(NC(=O)CSc2nc3c(sc4ccccc43)c(=O)n2CCCN2CCCC2)cc1	-15	0	-5%	4%	2%	18%	0%	12%
CC(C)CCNC(=O)c1onc(CSc2ccccc2)c1C(=O)NCCC(C)C	-7	0	-9%	-16%	-2%	18%	-13%	2%
CC(C)OCCCN1C(=O)c2ccccc2C1C(=O)NC1CCCCC1 (stereo not given)	1	14	17%	-8%	0%	8%	0%	4%
O=C(CNc1ccccc1)N/N=C/c1ccc2c(c1)OCCO2	7	-6	12%	14%	-4%	10%	-1%	-1%
COc1ccc(N2CCN(C(=O)CCC(=O)N3CC(C)Oc4ccc(C)cc43)CC2)cc1 (stereo not given)	-4	-13	6%	0%	17%	20%	-9%	2%
O=C(CN1CCN(CC(=O)Nc2ccc3c(c2)OC2(CCCCC2)O3)CC1)Nc1cccc(F)c1	-9	-5	-9%	8%	-1%	.	-11%	-3%
CCNc1nc(NC(C)C)nc(Oc2ccc(/C=N/O)cc2)n1	1	8	?	1%	4%	35%	-4%	-13%
O=C1OCc2cc(NC(=O)C3CCCO3)ccc21 (stereo not given)	-5	11	2%	6%	14%	15%	0%	-2%
Cc1nc(N2CCC(C)CC2)c2c(C)c(C(=O)Nc3ccc4c(c3)OCCO4)sc2n1	2	34	-25%	7.1µM*	-1%	33%	-14%	3%
CCc1ccccc1NC(=O)c1sc2nc3n(c(=O)c2c1C)CCC3	-16	.	-19%	6%	.	-12%	.	.
CC1CCCN(c2c([N+](=O)[O-])c(=O)oc3ccccc23)C1 (stereo not given)	-7	-15	-12%	-24%	-5%	10%	7%	0%
CN(C)S(=O)(=O)c1ccc(NC(=O)c2ccc3ncsc3c2)cc1	-11	-11	11%	-2%	3%	-7%	1%	18%
CCCc1ccc2ccc3ccccc3c2n1	4	13	0%	0%	2%	-35%	-23%	0%

This is a subset; the hit share may differ from the screen's.
